TDP1 block: blocks human tyrosyl-DNA phosphodiesterase 1 | Q9NUW8 | recombinant TDP1, AlphaScreen DNA substrate cleavage | Potency, µM (highest dose often 130 µM), without a hit: at the top dose activity change, negative = inhibition, hits mostly inhibitors | actives 0.28% (n = 350,000) | AID 485290; note: nearly all actives have a fitted effect of over 40% in size
Target sequence (Q9NUW8 whole entry, looked up): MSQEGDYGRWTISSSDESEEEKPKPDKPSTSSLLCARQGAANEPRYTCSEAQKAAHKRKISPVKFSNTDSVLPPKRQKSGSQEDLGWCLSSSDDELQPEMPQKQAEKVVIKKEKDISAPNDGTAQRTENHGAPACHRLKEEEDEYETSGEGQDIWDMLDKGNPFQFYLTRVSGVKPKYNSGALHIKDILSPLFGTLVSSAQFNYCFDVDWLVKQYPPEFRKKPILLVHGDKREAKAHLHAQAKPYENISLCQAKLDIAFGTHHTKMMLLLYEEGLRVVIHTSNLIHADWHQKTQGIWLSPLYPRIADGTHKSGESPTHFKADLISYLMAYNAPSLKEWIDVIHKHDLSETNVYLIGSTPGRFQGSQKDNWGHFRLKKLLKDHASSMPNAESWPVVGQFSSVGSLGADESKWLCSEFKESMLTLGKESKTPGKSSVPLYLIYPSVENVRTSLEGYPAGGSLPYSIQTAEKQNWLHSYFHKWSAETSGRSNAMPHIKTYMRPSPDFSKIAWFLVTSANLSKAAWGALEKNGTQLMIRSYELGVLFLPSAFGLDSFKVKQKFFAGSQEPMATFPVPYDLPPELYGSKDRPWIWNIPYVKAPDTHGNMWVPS
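Recombinant E. coli-expressed Tdp1 (1 nM) preincubated with compound 15 min at RT, then 5'-biotin/3'-phosphotyrosine-FITC DNA substrate (15 nM) added for 5 min. AlphaScreen beads (10 ug/ml) added, 10 min RT; tyrosine-FITC cleavage read as signal loss.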
TDP1 cell noCPT: qHTS for Inhibitors of human tyrosyl-DNA phosphodiesterase 1 (TDP1): qHTS in cells in absence of CPT | DT40 Tdp1-/- hTDP1 cells, no CPT, ATP luminescence, 48 h | Potency, µM (highest dose often 46.2 µM), without a hit: top-dose activity change, negative = growth inhibition, usual class: inhibitors | actives 15% (n = 420,000) | AID 686978, 2013; note: nearly all actives have a fitted effect of over 55% in size
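Chicken DT40 Tdp1-/- cells complemented with human TDP1, screened without camptothecin (DMSO vehicle only), 400 cells/well. Compounds pin-transferred, cells incubated at 37 °C for at least 48 hr. Growth read as ATP-dependent luminescence (CellTiter-Glo, 30 min at RT).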
DT40 TDP1 CPT: DT40-hTDP1 cell growth loss with CPT; chicken DT40 Tdp1-/-;hTDP1 cells + 20 nM CPT, ATP luminescence, 48 h; Potency, µM (highest dose often 46.2 µM), for inactives: top-dose activity change, negative = growth inhibition, most hits filed as inhibitors; actives 12% (n = 420,000); AID 686979; note: nearly all actives have a fitted effect of over 55% in size
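Chicken DT40 Tdp1-/- cells complemented with human TDP1, 400 cells/well, exposed to compounds plus 20 nM camptothecin for at least 48 h at 37 C; viability read as ATP content by CellTiter-Glo luminescence.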
An asterisk follows results filed as active; ? = inconclusive; . = no result given; & = joins results of further samples; [ ] = remark or other dose. Calls come from the whole dose curve; as a rule, active = well fitted curve in the direction sought with a large enough effect; inconclusive = small, poorly fitted or top-dose-only effect, or another doubt; inactive = no such curve, though single readings can be large; an effect the other way counts as inactive or inconclusive. % is set by controls: 0 for no effect and ±100 for the full control effect; potency is the fitted concentration of half-maximal effect.

SMILES	TDP1 block	TDP1 cell noCPT	DT40 TDP1 CPT
CCOc1ccc(-c2nc(N)nc(C)c2-c2ccc(OC)c(OC)c2)c(O)c1	3%	?	?
CC(C)c1ccc(N(CCc2ccccn2)C(=O)C(C)(C)C)cc1	.	15µM*	16µM*
CCOC(=O)C1=C(COC(=O)/C=C/c2ccccc2Cl)NC(=O)NC1C (stereo not given)	4%	2%	13%
CC(C)COc1ccc(CNC(=S)N/N=C/c2ccc([N+](=O)[O-])cc2)cc1	7%	-28%	-13%
Clc1ccccc1Cc1noc(CN2CCCCC2CCc2ccccn2)n1 (stereo not given)	2%	?	?
COC(=O)C1=CN(Cc2cccs2)C=C(C(=O)OC)C1c1ccc(OC)cc1OC	?	?	-4%
O=C(NC1CCCN(c2ccc(C(F)(F)F)cn2)C1)c1ccncc1 (stereo not given)	3%	14%	2%
Cc1ccc(CNC(=O)CC(NC(=O)c2ccccc2)c2ccccc2)cc1 (stereo not given)	-2%	12%	-4%
O=C1CN(C(=O)COC(=O)c2ccc[n+]([O-])c2)c2ccccc2N1	0%	?	19%
COc1ccc(C(=O)Nc2ccc3nc4c(c(Nc5ccc(OC)c(OC)c5)c3c2)CCCC4)c(OC)c1	9%	2.9µM*	3.3µM*
CCOC(=O)c1ccc(NC(=O)CN(c2ccc(C)cc2)S(=O)(=O)c2ccc(OC)cc2)cc1	.	?	?
CCCOc1ccc(N)cc1N	7%	4.1µM*	5.2µM*
Cc1ccc(S(=O)(=O)NN=C(c2ccccc2)c2cccs2)cc1	.	12µM*	-19%
CC1(C)NC(=O)N(CCCC(=O)Nc2ccc(C(F)(F)F)cc2)C1=O	-10%[56.1 µM]	-5%	4%
COc1ccc(-n2nc(C(=O)NCC(=O)Nc3cc(OC)c(OC)c(OC)c3)c3ccccc3c2=O)cc1	0%	?	?
COc1cc(/C=C2\SC(=S)N(CCC(=O)N3CCCCC3)C2=O)cc(OC)c1OC	0%[0.0935 µM]	?	16µM*
CC(=O)c1cccc(NC(c2ccc(F)cc2)c2nnc(-c3ccccc3)o2)c1 (stereo not given)	-3%	18µM*	?
COc1ccc2[nH]c3c(c2c1)CN(C)CC3	0%	0%	-7%
CCN(CC)CCCn1c(SCC(=O)NCC2CCCO2)nc2ccccc2c1=O (stereo not given)	2%	-12%	1%
CN(C)Cc1ccc(F)cc1Sc1ccc(Cl)cc1Cl	1%	?	?
CCN(CC)c1ccc(S(=O)(=O)N2CCOCC2)cc1NC(=O)COC(=O)/C=C/c1ccccc1	.	?	18µM*
CC(C)CN(CC(C)C)C(=O)Nc1cccc([N+](=O)[O-])c1	-3%	1%	2%
Cc1cc2nccc(-c3ccccn3)n2n1	0%	-12%	4%
COCCN(CC(=O)Nc1cccc(C)c1C)C(=O)c1oc2c(Cl)cccc2c1C	1%	?	?
CCC1c2ccc(C)n2CCN1C(=O)Nc1ccccc1OC (stereo not given)	-1%[56.1 µM]	?	-14%

(next part)
SMILES	TDP1 block	TDP1 cell noCPT	DT40 TDP1 CPT
CC(=O)Nc1cccc2c1C(=O)N(c1cccc(OC(C)=O)c1)C2=O	5%	-2%	-2%
CCOC(=O)N1CCC(NC(=O)C2CCN(C(=O)N3CC(C)Oc4ccccc43)CC2)CC1 (stereo not given)	1%	-30%	?
COc1ccc(NC(=O)CC2SC(N3CCCCC3)=NC2=O)cc1OC (stereo not given)	1%	4%	13%
CCOc1cc(/C=N/NC(=O)c2cccnc2)ccc1O	0%	13%	-13%
CCCc1ccc(OCc2ccc(C(=O)N3CCSCC3)o2)cc1	.	-17%	?
O=c1c(CN2CCN(Cc3ccccc3)CC2)coc2ccc(Cl)cc12	6%	?	-20%
COc1ccc(NC(=O)Cn2c(=O)n(CCCCCC(=O)NCc3ccc4c(c3)OCO4)c(=O)c3sccc32)cc1Cl	5%	-30%	-11%
Cc1ccc(Cn2cc(CN3CC(N4CCCCC4)CS3(=O)=O)nn2)cc1 (stereo not given)	.	-21%	-13%
Cc1cc(C)cc(-n2ccnc2SCC(=O)Nc2ccc3c(c2)OCO3)c1	9%	21µM*	?
Cc1cc(C(=O)Cn2nnc3ccccc3c2=O)c(C)n1-c1c(C)n(C)n(-c2ccccc2)c1=O	0%	-9%	-12%
Cc1c(C(=O)NCC2CCCO2)oc2ccc(Br)cc12 (stereo not given)	.	?	?
CCOC(=O)CSc1nc2cc(C)ccc2cc1C#N	-6%	10µM*	13µM*
COc1ccc(C(C)=O)cc1CSc1nnc2c(Cl)cc(Cl)cn12	3%	6%	-17%
CCOC(=O)c1sc(NC(=O)c2cc(-c3cccc(O)c3)on2)c(C(=O)OCC)c1C	-4%	-19%	9%
CCn1c(CNC(=O)COC)nc2ccccc21	-1%	-12%	5%
COc1ccccc1NC(=O)CN1CCC(n2nnc3cc(F)ccc32)CC1	10%	?	16µM*
COC(=O)CSc1nnc(-c2cccnc2)o1	-6%	-8%	-13%
COCCNc1ccc(-c2nc(-c3ccco3)no2)cc1[N+](=O)[O-]	9%	?	0%
O=C(CN1c2cccc3cccc(c23)S1(=O)=O)NCc1ccccc1Cl	.	?	?
CS(=O)(=O)Nc1ccc(C(=O)Nc2cccc([N+](=O)[O-])c2)cc1	.	-12%	-7%
COc1ccc(S(=O)(=O)N(C)C[C@H]2Oc3c(NC(=O)CCC(F)(F)F)cccc3C(=O)N([C@H](C)CO)C[C@@H]2C)cc1	0%	-1%	-7%
Cc1ccc(S(=O)(=O)N2CCOC2CNC(=O)C(=O)NCCc2ccccc2)cc1 (stereo not given)	1%	-21%	?
CCC(/C=C1\Sc2ccc(OC)cc2N1CCO)=C\c1sc2ccc(OC)cc2[n+]1CCO	7%&9%	5.2µM*	3.3µM*
COc1ccc(-c2ccccc2)cc1NC(=O)[C@@H]1O[C@H](CO)[C@H](O)[C@H](O)[C@H]1O	.	0%	6%
N/C(=N\OC(=O)c1ccccc1F)c1ccc([N+](=O)[O-])cc1	.	6%	-12%

Next results follow.
SMILES	TDP1 block	TDP1 cell noCPT	DT40 TDP1 CPT
COc1ccc(-n2nnc3c(=O)n(CC(=O)N4CCCc5ccccc54)cnc32)cc1	-2%	-25%	?
CC(C)Oc1ccc(C(=O)NC2(C(F)(F)F)N=C3SCCN3C2=O)cc1 (stereo not given)	2%	-11%	4%
CCOC(=O)c1c(C)oc2nc(C)nc(NCC3CCN(Cc4ccc(C)cc4)CC3)c12	-2%	-24%	?
O=C(Cc1ccccc1C(=O)O)Nc1cccc2ccccc12	0%	-1%	-12%
O=C(Nc1cccc2ccccc12)c1csc(COCCO)n1	.	-45%	-58%
CCOc1ccccc1C(=O)N(Cc1ccc(N(C)C)cc1)CC1CCCO1 (stereo not given)	5%	?	?
NC(=O)c1cc(NC(=O)CCCc2nc3ccccc3s2)cc(C(N)=O)c1	-1%	2%	-1%
Cc1cccc(C)c1NC(=O)C(c1cccs1)N(Cc1ccco1)C(=O)Cn1nnc2ccccc21 (stereo not given)	5%	10µM*	?
Cc1ccccc1NC(=O)c1ccc(NS(=O)(=O)c2cc(C(C)(C)C)cc(C)c2C)cc1	5%	15µM*	?
Cc1c(C#N)c(NC(=O)COC(=O)c2cc(Cl)c3c(c2)OCCCO3)n(Cc2ccco2)c1C	.	-2%	?
O=C(Nc1ccc(Br)cc1)c1ccc(Br)c(S(=O)(=O)Nc2cccnc2)c1	3%	0%	0%
Cc1ccc2oc(=O)n(CCNC(=O)Nc3ccccc3Cl)c2c1	2%	?	18µM*
CCn1cc(S(=O)(=O)NCCc2ccccc2OC)cn1	4%	17%	-2%
CC(C)(C)C1CCC(=NNC(=O)C(=O)NCc2cccnc2)CC1 (stereo not given)	3%	-4%	0%
O=C(Nc1ccccc1C(=O)O)c1cccc(NC(=O)c2ccc(Br)o2)c1	0%	1.6µM*	-7%
C=C[C@]1(C)CC(=O)[C@@]2(O)[C@@]3(C)C(O)CCC(C)(C)C3C(O)C(OC(C)=O)[C@@]2(C)O1 (stereo not given in full)	10%[56.1 µM]	-20%	8%
O=C(c1ccccc1F)N1CCN(c2ccccn2)CC1	2%	2%	-4%
Cc1ccc2cccc(NC(=S)NC(=O)c3c(Br)cnn3C)c2n1	8%	?	-25%
COCCOC(=O)C1=C(C)NC2=C(C(=O)CC(C)(C)C2)C1c1ccc(N(C)C)cc1 (stereo not given)	5%	6%	7%
CC1Cn2c(COc3ccccc3)nnc2S1 (stereo not given)	3%	3%	6%
Cc1nnc(NC(=O)c2ccccc2C(=O)O)s1	-12%	-1%	1%
CCOC(=O)CSc1n[nH]c(NS(=O)(=O)c2ccccc2C(F)(F)F)n1	-11%	-5%	8%
N#Cc1nc(Cc2cccc3ccccc23)oc1NCc1ccc2c(c1)OCO2	8%	?	?
O=C(O)c1cncc(SCc2ccccc2)n1	.	16%	-4%
O=C(NCCc1ccc(F)cc1)c1ccc2nccnc2c1	1%	?	-17%

Remaining list, next part.
SMILES	TDP1 block	TDP1 cell noCPT	DT40 TDP1 CPT
CCc1nnc(NC(=O)CCC(=O)NCc2ccccc2Cl)s1	2%	22%	-9%
O=C1[C@H]2[C@@H](C3CC3)N3C(=O)CN(CC4CC4)C(=O)[C@@]3(Cc3ccccc3)[C@H]2C(=O)N1c1ccccc1	1%	-4%	6%
CN(C)S(=O)(=O)c1ccc(NC(=O)CCCNC(=O)c2ccc(Cl)cc2)cc1	.	-16%	-28%
O=C(OCc1nc2ccccc2s1)c1ccco1	-8%	-9%	-23%
O=C(Nc1sc2c(c1C(=O)NCc1cccnc1)CCCC2)c1cc(=O)c2ccccc2o1	-1%	?	?
COc1ccc(N2CCN(CC(O)COc3ccc(C(C)C)c(C)c3)CC2)cc1 (stereo not given)	.	?	?
COc1ccc(C2(C)NC(=O)N(CC(=O)Nc3ccc4c(c3)OCO4)C2=O)cc1OC (stereo not given)	7%	-17%	-6%
O=C1CCC/C(=N/NC(=O)c2sc3ccccc3c2Cl)C1	.	-18%	-8%
Cc1ccc(NC(=O)Nc2ccc3c(c2)N(C)C(=O)CS3)nc1	5%[56.1 µM]	?	?
Cc1ccc(OCC(=O)OCc2cc(=O)n3c(C)csc3n2)cc1	5%	-7%	0%
Nc1cc(C(=O)O)ccc1Nc1ccc(F)c(F)c1	5%	-20%	-16%
Cc1ccc(C)c(NC(=O)CN(C)C(=O)c2ccc(Cl)nc2)c1	.	-5%	-5%
COc1ccc(/C=N/n2c(-c3n[nH]c4c3CCC4)n[nH]c2=S)cc1OC	9%	1%	-8%
O=C(CCl)Nc1cccc(S(=O)(=O)N2CCCCCC2)c1	11%	5.2µM*	4.1µM*
CC(C)CCC(CCNCc1ccccn1)c1ccc2c(c1)OCO2 (stereo not given)	.	?	?
Cc1csc(NC(=O)CSc2nc(C(C)C)nc3c2c(=O)n(C)c(=O)n3C)n1	5%	4.6µM*	10µM*
